D2 potentiator = D2 dopamine receptor (human) potentiation | P14416 | HEK293 T-REx D2, calcium flux, EC20 dopamine potentiation | potentiation, % at 10 µM | 340,000 compounds, 0.34% hits;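 active means potentiation over 3 SD above the plate norm, cut at about 30% in these data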; further: 0% is about no effect
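Cells plated with tetracycline inducer and held overnight at 30 C; calcium dye loaded 30–90 min at room temperature; baseline taken, compound added and read 180 s; EC20 dopamine then added and read 180 s.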
D1 potentiator = human D1 dopamine receptor positive modulation | P21728 | HEK293 TREx D1 cells, calcium flux, dopamine EC20 potentiation | potentiation, % at 10 µM | 360,000 compounds, 0.036% hits | AID 504651; in the data active means potentiation above about 30%; further: 0% is about no effect
Vif-A3F inh = inhibitors of Vif-A3F interaction; HeLa A3F-eYFP + Vif (tagged APOBEC3F with the HIV-1 protein that degrades it), YFP fluorescence increase; Potency, µM (highest dose often 46.1 µM), inactives show top-dose activity, negative = active; 390,000 compounds, 0.2% hits; AID 602313; further: potency means the concentration at half of the fitted maximal effect; % of control where 0% means no effect; nearly all actives have a fitted effect of over 65% in size
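HeLa cells stably expressing A3F-eYFP plus Vif, plated and incubated overnight at 37 deg C, then exposed to compounds overnight at 37 deg C. Blocked degradation read as raised yellow fluorescence (Ex 488/Em 500-530).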
D1 agonist = agonists of human D1 dopamine receptor; 360,000 compounds, 1% hits; AID 504660; activation, % at 2 µM; HEK293 T-REx D1 cells, calcium flux, agonist mode; P21728; in the data active means activation above about 30%; further: 0% is about no effect
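Inducible HEK293 T-REx D1 cells, force-coupled to calcium signalling, were plated at 4000 cells/well with tetracycline and held overnight at 30 C. After no-wash calcium dye loading, compound-evoked calcium rise over 180 s flagged agonists.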
LDHA block = blocks human lactate dehydrogenase A. P00338. purified LDHA, NADH/diaphorase-resazurin fluorescence; stronger effect = lower value. activity change, % (values are at about 110 or 230 µM). 480,000 compounds, 0.15% hits. AID 1347041; in the data active means activity change below about -30%; inconclusive means mostly about -25% to -30%;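 further: plate controls were DMSO wells for no effect and wells without enzyme for full effect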
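Enzyme activity of human lactate dehydrogenase 5 (2 nM; 0.06 mM NADH, 0.2 mM pyruvate, 5 min, RT) is measured via a resazurin/diaphorase fluorescence readout of residual NADH.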
RXFP1 ag = activates the human relaxin receptor RXFP1 | Q9HBX9 | HEK293T-RXFP1 cAMP TR-FRET, 30 min; response scale: percent of porcine relaxin response, buffer zero | Potency, µM (series often up to 57.5 µM), without a hit: at the highest dose activation, usual class: activators | 370,000 compounds, 0.3% hits | AID 2676; further: potency means the concentration at half of the fitted maximal effect; on the % scale 0 is the no-effect control and ±100 the full control effect; nearly all actives have a fitted effect of over 60% in size; many of its hits are not listed in these tables
Target sequence (Q9HBX9 whole entry, looked up): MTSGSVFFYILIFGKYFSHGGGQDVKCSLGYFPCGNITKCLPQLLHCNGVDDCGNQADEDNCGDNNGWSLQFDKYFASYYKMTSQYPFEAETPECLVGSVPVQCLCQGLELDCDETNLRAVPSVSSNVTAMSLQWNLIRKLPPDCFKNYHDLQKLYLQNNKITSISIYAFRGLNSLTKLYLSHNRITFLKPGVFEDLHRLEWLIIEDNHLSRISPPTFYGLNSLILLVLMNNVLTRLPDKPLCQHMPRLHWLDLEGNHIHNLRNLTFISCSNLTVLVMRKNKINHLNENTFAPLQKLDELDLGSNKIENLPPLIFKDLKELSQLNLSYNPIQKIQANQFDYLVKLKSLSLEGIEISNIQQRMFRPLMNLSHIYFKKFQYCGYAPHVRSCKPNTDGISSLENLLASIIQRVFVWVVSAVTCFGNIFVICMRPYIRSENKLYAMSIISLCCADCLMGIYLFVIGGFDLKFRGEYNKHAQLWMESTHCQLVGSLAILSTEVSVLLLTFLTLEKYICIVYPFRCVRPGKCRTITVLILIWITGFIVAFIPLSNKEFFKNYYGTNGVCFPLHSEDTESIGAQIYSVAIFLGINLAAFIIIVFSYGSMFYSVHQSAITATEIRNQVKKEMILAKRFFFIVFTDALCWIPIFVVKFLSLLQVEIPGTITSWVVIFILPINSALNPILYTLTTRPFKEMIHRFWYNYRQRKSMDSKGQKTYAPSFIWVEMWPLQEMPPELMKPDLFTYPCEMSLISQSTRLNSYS
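HEK293T cells stably expressing RXFP1 were pretreated with the PDE4 inhibitor Ro 20174, exposed to compounds for 30 min at 37C, lysed, and cAMP was read by TR-FRET. Data normalized to buffer (basal) and 29 nM porcine relaxin (100%).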
Glioma ERSR ind = ER stress response induction in glioma; U87-MG GRP78 promoter luciferase reporter, 16 h; Potency, µM, inactives show top-dose activation, most hits filed as activators; 420,000 compounds, 0.02% hits; AID 602332; further: potency means the concentration at half of the fitted maximal effect; series mostly up to about 76 µM; % of control where 0% means no effect; nearly all actives have a fitted effect of over 35% in size
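Stably transfected U87-MG human glioma cells carrying a GRP78-based luminescent sensor were seeded at 1000 cells/well, pin-dosed with compounds and incubated 16 h. Luciferase reagent was then added, and end-point luminescence was read after 10 min at room temperature.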
Vif-APOBEC3G blk = Vif-A3G binding inhibition | Q9HC16 | HeLa A3G-eYFP + Vif (tagged APOBEC3G with the HIV-1 protein that degrades it), YFP fluorescence, overnight | Potency, µM (highest dose often 46.1 µM), without a hit: at the highest dose activity, negative = active, most hits filed as inhibitors | 410,000 compounds, 0.076% hits | AID 602310;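 further: potency means the concentration at half of the fitted maximal effect; on the % scale 0 is the no-effect control and ±100 the full control effect; nearly all actives have a fitted effect of over 60% in size; hits raise eYFP signal because A3G escapes Vif-driven loss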
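Read-out is eYFP fluorescence (Ex 488/Em 500-530) from Vif-expressing HeLa A3G-eYFP cells; more signal means A3G escaped Vif-mediated degradation. Cells plated overnight, compound pinned in, incubated overnight at 37 deg C.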
D1 antagonist = antagonists of human D1 dopamine receptor; 360,000 compounds, 3.2% hits; P21728; HEK293 TREx D1 cells, calcium flux, dopamine EC80; stronger effect = lower value; activity change, negative = inhibition, % at 10 µM; in the data active means activity change below about -30%; further: on the % scale 0 is the no-effect control and ±100 the full control effect
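Kinetic fluorescence of a calcium dye serves as the read-out. D1-expressing Hek293 Trex cells, induced overnight at 30 C, are exposed to compound for 180 s before an EC80 dopamine addition, then read 180 s further.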
* marks the source's active call; other numbers are inactive results; ? = inconclusive; · = no result given; & = joins results of further samples. Unless noted, the call rests on the fitted dose curve; in most records, active means well fitted curve in the direction sought with a large enough effect; inconclusive means small, poorly fitted or top-dose-only effect, or another doubt; inactive means no such curve, though single readings can be large; an effect the other way counts as inactive or inconclusive. Some of the compounds tested; count on the stated rates, not on these rows.

Below each compound – D2 potentiator, D1 potentiator, Vif-A3F inh, D1 agonist, LDHA block, RXFP1 ag, Glioma ERSR ind, Vif-APOBEC3G blk, D1 antagonist
CCNc1nc(ON=C(C)C)nc(N(C)C)n1
→ 7, -8, 6%, 3, 2, -0.3%, -1%, 2%, -1
O=c1[nH]c2cnccc2n1-c1ccccc1
→ 1, -7, -1%, 4, 4, -0.2%, 2%, 1%, -3
O=S(=O)(Cc1noc(-c2ccc(Cl)cc2)n1)Cc1ccco1
→ 9, -1, 13%, 5, -6, 0.0%, 5%, -2%, -7
O=C(c1cccs1)N(c1ccc(F)cc1)C1C=CS(=O)(=O)C1 (stereo not given)
→ -3, -1, -8%, 1, 0, 1.4%, -3%, 4%, -6
O=C1CCCc2c1cc(C(=O)NCc1ccco1)c(=O)n2-c1ccc(Cl)cc1
→ -3, 1, 3%, 0, 11, -0.2%, -2%, -6%, -2
Cc1cc(NC(=O)CCCC(=O)NCc2cccs2)no1
→ -3, -3, -2%, 3, 1, -0.8%, -1%, 1%, 1
Cc1ccc(C2CC(c3ccc(NS(C)(=O)=O)cc3)=NN2C(=O)c2ccco2)cc1 (stereo not given)
→ 4, -6, 4%, -1, 1, 1.8%, -3%, -2%, 8
CCc1ccc(C2NC(=S)NC3=C2C(=O)N(c2ccccc2OC)C(c2ccc(CC)cc2)N3)cc1 (stereo not given)
→ -7, 14, -10%, 4, -2, -0.7%, -1%, -15%, 10
O=C(Nc1ccccc1)C(c1ccccc1)c1ccccc1
→ -2, -11, 2%, 7, -9&2, -0.9%, -2%, 1%, 0
Cc1ccc(C)c(OCc2ccc(C(=O)Nc3ccc([N+](=O)[O-])cn3)o2)c1
→ 7, -10, 0%, 1, 0, 0.0%, -3%, -1%, -5

Reprinted from the part before: three compounds; new compounds follow.
Below each compound – D2 potentiator, D1 potentiator, Vif-A3F inh, D1 agonist, LDHA block, RXFP1 ag, Glioma ERSR ind, Vif-APOBEC3G blk, D1 antagonist
CCc1ccc(C2NC(=S)NC3=C2C(=O)N(c2ccccc2OC)C(c2ccc(CC)cc2)N3)cc1 (stereo not given)
→ -7, 14, -10%, 4, -2, -0.7%, -1%, -15%, 10
O=C(Nc1ccccc1)C(c1ccccc1)c1ccccc1
→ -2, -11, 2%, 7, -9&2, -0.9%, -2%, 1%, 0
Cc1ccc(C)c(OCc2ccc(C(=O)Nc3ccc([N+](=O)[O-])cn3)o2)c1
→ 7, -10, 0%, 1, 0, 0.0%, -3%, -1%, -5
O=C(NC1=NCCS1)c1cccc(S(=O)(=O)N2CCc3ccccc32)c1
→ ·, 2, 5%, 7, -3, 0.0%, -3%, 1%, -1
COc1ccc(C2=NN(C(=O)c3ccccc3C(=O)O)C(c3ccccc3O)C2)cc1 (stereo not given)
→ ·, -3, ?, 0, -2, 1.2%, 8%, -12%, 14
Nc1c(C(=O)N2CCCCCC2)oc2ccccc12
→ -4, -3, -3%, -1, -13, -0.9%, 0%, 1%, 5
COc1cccc(CNC(=O)CCC2CCCN(Cc3ccc(OC(F)F)cc3)C2)c1 (stereo not given)
→ -5, -4, -12%, 10, 5, 1.6%, 1%, 2%, 6
COc1ccc(NC(=O)CCc2c(C)nn(-c3ccc(N4CCOCC4)nn3)c2C)cc1Cl
→ 8, -1, -1%, 0, -7, -0.4%, 6%, 1%, 1
COc1ccc(NC(=O)c2ccc(S(=O)(=O)N3CCOCC3)cc2)c(OC)c1
→ -9, -2, -1%, 2, -2, 0.0%, -3%, 0%, 6
CCCCc1cc(=O)oc2cc(C)cc(OC(C)C(=O)NCC3CCC(C(=O)O)CC3)c12 (stereo not given)
→ 4, -1, 8%, 0, -7, 0.9%, -3%, 2%, 0
O=C(O)C1CCCCC1C(=O)Nc1cccc(Cl)c1Cl (stereo not given)
→ 1, 14, -2%, -1, -10, -1.7%, -3%, 0%, 1
COc1ccc(O)c(CN2CCN(CCc3ccccc3)C(CCO)C2)c1 (stereo not given)
→ -14, -8, 17%, 2, -4, 3.7%, -2%, -2%, 14
Cn1c(=O)oc2cc(S(=O)(=O)NCc3ccccn3)ccc21
→ -7, -4, 0%, 2, 0, 2.2%, -6%, 1%, -2
CN1CCc2nc3sc(C(=O)Nc4c(F)cccc4F)c(N)c3cc2C1
→ 8, -5, -15%, 0, 6, 17%, -1%, -4%, 5
O=C1c2ccccc2C(=O)N1CCCCCCN1C(=O)c2ccccc2C1=O
→ ·, ·, 4%, ·, -9, ·, 1%, 0%, ·
O=C1C2C3CC(C(Br)C3Br)C2C(=O)N1c1ccccn1 (stereo not given)
→ 18, 4, -9%, 1, -5, 1.3%, -4%, 0%, -5
N#Cc1c2n(c3c(=O)[nH]cnc13)CCCC2
→ -1, 1, -13%, 4, -2, 26%, -2%, -6%, -20
O=C(NC1CCCCC1)c1ccc(-c2ccccc2[N+](=O)[O-])o1
→ -23, 0, 4%, 0, 2, 1.0%, -3%, -9%, 3
CC(C)CCN(C(=O)c1cc(=O)[nH]c2ccccc12)c1c(N)n(Cc2ccccc2)c(=O)[nH]c1=O
→ ·, ·, 4%, 9, -18, 1.7%, 1%, -1%, 1
O=C(c1cc(-c2ccc3c(c2)OCO3)on1)N1CCOCC1
→ 6, -5, -8%, 1, -3, 0.2%, -11%, 5%, -24
CCOCCCNC(=O)C1CCN(S(=O)(=O)N2CC(C)CC(C)C2)CC1 (stereo not given)
→ 18, -2, -9%, 1, -3, -1.1%, -4%, 1%, 3
Cc1oc(C(C)(C)C)cc1C(=O)Nc1ccc2c(c1)OCO2
→ 0, -9, 8%, 1, 8, -1.1%, -1%, -1%, -32*
Cc1ccc(C)c(NC(=O)C(OC(=O)c2cc[n+]([O-])cc2)c2ccccc2)c1 (stereo not given)
→ 2, -3, -5%, 0, -3, 0.4%, -6%, 0%, 13
COc1ccc(C(C2C(=O)CC(C)(C)CC2=O)C2C(=O)CC(C)(C)CC2=O)cc1
→ -2, 4, -3%, 0, -2, 0.9%, 4%, 0%, 1
O=C(COC(=O)Cc1cccs1)NCC(=O)Nc1ccc(F)cc1
→ 21, 1, 3%, 1, -7, 1.0%, -5%, -6%, 19
CC(C)CNC(=O)C(=O)NCC(c1ccc2c(c1)OCO2)N1CCOCC1 (stereo not given)
→ 28, -5, 15%, -1, -7, -2.5%, -3%, 13%, 24
CC1(c2ccccc2)NC(=O)N(CC(=O)Nc2ccccc2N2CCCC2)C1=O (stereo not given)
→ 13, -5, 8%, 38*, -5, -0.1%, -2%, -10%, 3
CC1CCN(S(=O)(=O)c2ccc3c(c2)N(CC(=O)NCCCN(Cc2ccccc2)C(C)C)C(=O)CO3)CC1
→ -1, 1, -4%, 8, -1, -0.7%, 2%, -2%, -22
CCCc1nnc(NC(=O)CCC(=O)NCc2ccccc2OC)s1
→ ·, 2, -6%, 0, -8, -1.4%, -2%, 2%, 2
O=C(CSc1nnc2ccccn12)NNC(=O)c1cccc([N+](=O)[O-])c1
→ -3, -5, -4%, 1, 0, 3.3%, -3%, -1%, 21
Cc1cc(OC(C)C(=O)NNC(=O)Nc2ccc(F)cc2F)cc(C)c1Cl (stereo not given)
→ -6, -2, -6%, 1, -1, 0.7%, 2%, -7%, 7
COc1c(C(=O)NNC(=O)c2ccccc2)csc1Br
→ -6, -5, -14%, 1, -2, 3.0%, -3%, 1%, 3
COc1ccc(OC)c2c1C(=O)c1ccccc1C2=O
→ 8, 0, -11%, 31*, 4, 5.4%, -2%, -13%, -1
CCOc1cc(/C=N/NC(=O)CCn2nnc3ccccc32)ccc1O
→ 3, -6, 8%, 1, -1, -0.2%, -1%, -2%, 5
Cc1c(NC(=O)c2ccc(C(=O)Nc3c(C)n(C)n(-c4ccccc4)c3=O)cc2)c(=O)n(-c2ccccc2)n1C
→ 11, 8, -4%, 0, -8, -0.7%, -3%, 1%, 0
COc1ccc(N2CCN(C(c3cccs3)C(C)NC(=O)C(=O)N3CCCCC3)CC2)cc1 (stereo not given)
→ 2, 13, -18%, 2, 0, -0.1%, -3%, 5%, 5
CC(COc1ccccc1)N1CCC(CO)(Cc2ccccc2)CC1 (stereo not given)
→ -12, -2, 6%, 14, -4, 0.7%, -3%, -6%, 20
COCCn1c(CNc2ccc(F)cc2)nnc1SCC(=O)Nc1ccc(OC)cc1OC
→ -13, -2, -1%, 1, 6, 1.7%, -1%, 2%, 5
Cc1ccc(Cl)cc1NC(=O)COC(=O)c1ccccc1O
→ -4, 7, -6%, 2, -6, 1.8%, -4%, -1%, 0
CN1CCN(C(=O)c2ccccc2NC(=O)c2sc3ccccc3c2Cl)CC1
→ ·, -6, -1%, 6, -6, 8.0%, 0%, 0%, 6
O=C(/C=C/c1ccccc1)NNC1=NS(=O)(=O)c2ccccc21
→ 4, -4, -4%, 2, -5, -3.6%, -4%, 2%, -20
CC1=C(C)CC(C(=O)NCCc2ccc(F)cc2)C(C(=O)O)C1 (stereo not given)
→ -7, -1, -2%, 5, -5, 0.4%, 3%, 3%, 1
Cc1ccc(-c2nc(NC(=O)c3cc(C(C)(C)C)nn3C)sc2C)cc1Cl
→ ·, 7, -1%, 1, -5, 0.2%, -4%, -5%, 10
O=C(COC(=O)/C=C/c1ccc(F)cc1)NC1CCS(=O)(=O)C1 (stereo not given)
→ -1, -2, 1%, 1, -4, -1.0%, -5%, 0%, 19
CS(=O)(=O)Nc1ccccc1C(=O)NCc1ccccc1Cl
→ -12, -5, -7%, -1, -6, 1.1%, -1%, -1%, ·
